Scp1 inh: blocks human Scp-1 phosphatase activity | AID 493091 | Recombinant Scp1, phosphopeptide, malachite green phosphate absorbance | inhibition, % at 20 µM | 340,000 compounds, 0.88% hits | Q9GZU7;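 active = inhibition above about 50% at 20 µM, limit read from the data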;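 also: plate controls were DMSO wells with enzyme for no effect and wells lacking enzyme for full effect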
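Test system – truncated SCP-1 phosphatase (76-261aa) · Reagent – Phosphorylated 17-residue peptide substrate · Incubation – 45 min room-temperature reaction, 5 min colour, 30 min stabiliser · Detection – colorimetric phosphate reagent with accelerator and stabiliser, absorbance at 630 nm · Measure – % inhibition at 20 µM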
Neddyl block: cullin neddylation inhibition; calls only at 25 µM; TR-FRET cullin neddylation, biochemical; 360,000 compounds, 0.58% hits; in the data active = inhibition above about 36%
LMPTP block: LMPTP (human) inhibition; P24666; recombinant LMPTP-A, OMFP fluorogenic substrate, fluorescence intensity; inhibition, % at 20 µM; 360,000 compounds, 0.22% hits; AID 651560;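 active = compounds that cut the enzyme signal by at least half of the control window in the single-dose screen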;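 also: plate controls were DMSO wells with enzyme plus substrate for no effect and substrate without enzyme for full effect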
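Buffer or medium: Bis-Tris pH 6.0, DTT, detergent; Assay system: LMPTP-A enzyme; Quantity: 0.625 nM enzyme; Detection: endpoint fluorescence intensity; Times: 50 min dark incubation at room temperature; Controls: substrate-only low control, DMSO enzyme-plus-substrate high control; Doses: single 20 µM dose; Read-out: percent inhibition versus substrate-only and uninhibited controls; Reagent: 400 µM OMFP.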
STEP inh: blocks human striatal-enriched tyrosine phosphatase; P54829; inhibition, % at 20 µM; 360,000 compounds, 0.25% hits; AID 588621; recombinant STEP, OMFP fluorogenic substrate, fluorescence;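 active = inhibition at 20 µM, scaled per plate between control wells, above about 37%, limit read from the data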;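 also: 0% = DMSO with enzyme and substrate and 100% = substrate only without enzyme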
Target sequence (P54829 whole entry, looked up): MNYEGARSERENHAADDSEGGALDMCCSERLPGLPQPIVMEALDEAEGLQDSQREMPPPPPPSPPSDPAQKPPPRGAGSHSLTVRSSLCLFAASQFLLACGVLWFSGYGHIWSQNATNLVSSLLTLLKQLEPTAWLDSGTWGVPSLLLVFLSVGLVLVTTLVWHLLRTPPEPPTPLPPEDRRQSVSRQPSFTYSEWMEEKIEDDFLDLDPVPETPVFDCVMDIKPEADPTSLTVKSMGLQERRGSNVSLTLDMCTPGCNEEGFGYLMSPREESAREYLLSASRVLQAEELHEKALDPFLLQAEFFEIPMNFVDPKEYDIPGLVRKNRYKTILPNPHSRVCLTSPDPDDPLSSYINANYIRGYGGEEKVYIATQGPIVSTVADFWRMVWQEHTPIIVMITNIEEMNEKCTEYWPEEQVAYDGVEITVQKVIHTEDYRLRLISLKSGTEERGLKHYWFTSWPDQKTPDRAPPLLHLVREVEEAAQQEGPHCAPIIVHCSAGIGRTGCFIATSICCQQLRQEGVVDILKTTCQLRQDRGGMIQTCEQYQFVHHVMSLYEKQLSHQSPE
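Assay system: isolated STEP enzyme / Timing: 20 min at room temperature, dark / Doses: 20 µM, 1% DMSO / Technique: fluorescence intensity, excitation 480 nm, emission 540 nm / Reagent: fluorogenic phosphatase substrate OMFP at 25 µM final / Measure: percent inhibition scaled to no-enzyme and uninhibited-enzyme controls, plate-pattern corrected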
CSN deneddyl inh: CSN deneddylation inhibition. Q92905. Purified CSN, SCF-Nedd8-OG deneddylation, fluorescence polarization. inhibition, % at 12.5 µM. 360,000 compounds, 0.38% hits;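 active = pattern-corrected inhibition above about 35%, with an unprinted fluorescence ratio check between 0.5 and 1.5, limit read from the data, passing the limit was not always enough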;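 also: 0% = enzyme with substrate and 100% = substrate without enzyme; some results filed as inactive read as strong as hits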
Target sequence (Q92905 whole entry, looked up, one chain of several): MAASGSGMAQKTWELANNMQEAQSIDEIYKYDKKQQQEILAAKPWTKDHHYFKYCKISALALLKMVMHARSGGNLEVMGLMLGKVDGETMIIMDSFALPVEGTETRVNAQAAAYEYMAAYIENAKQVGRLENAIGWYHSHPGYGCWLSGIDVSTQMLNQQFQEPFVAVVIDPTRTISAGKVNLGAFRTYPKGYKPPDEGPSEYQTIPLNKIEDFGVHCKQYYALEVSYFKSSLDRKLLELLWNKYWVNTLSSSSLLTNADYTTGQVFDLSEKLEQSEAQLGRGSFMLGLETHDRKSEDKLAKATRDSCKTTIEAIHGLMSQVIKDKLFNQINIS
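Assay system: purified human Csn5 enzyme expressed in HEK293T cells; Input: 0.24 nM Csn5 enzyme, final concentration; Reagent: 10 nM SCFSkp2-Nedd8OG; Compound dosing: 12.5 µM single point; Times: reaction 90 min, room temperature; Technique: fluorescence polarization readout.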
SUMO1-SIM PPI: SUMO1-SIM interaction modulation; inhibition, % at 20 µM; SUMO1 binding to a labelled peptide, TR-FRET, 1 h; AID 602429; 360,000 compounds, 0.33% hits; in the data active = inhibition above about 37%
NadD block: inhibitors of Staphylococcus aureus NadD; inhibition, % at 20 µM; 360,000 compounds, 0.78% hits; purified NadD enzyme, colorimetric absorbance read-out; in the data active = inhibition above about 26%; also: some compounds past the cut are filed as inactive
Rpn11 inh: Rpn11 (human) deubiquitinase inhibition; calls only at 20 µM; AID 588493; 360,000 compounds, 0.59% hits; human 26S proteasome, Ub4-pepOG fluorescence polarization; 20S core pre-blocked with epoxomicin; O00487;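 active = inhibition at 20 µM, scaled to each plate's controls, above about 33%, limit read from the data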
DNMT1 inh: DNMT1 (human) enzyme inhibition | P26358 | DNMT1 molecular beacon, Hinp1I cleavage, fluorescence | inhibition (reported as % activation of signal), % at 10 µM | 360,000 compounds, 0.83% hits; in the data active = inhibition above about 50%
Rin1 Abl inh: human Rin1-Abl interaction inhibition; P00519+Q13671; TR-FRET Rin1/Abl binding, biochemical; inhibition, % at 7.35 µM; 360,000 compounds, 0.4% hits; AID 588664; in the data active = inhibition above about 5%, passing the limit was not always enough
Starred values were filed as active, the others as inactive; i = inactive; . = not tested or not shown. No enrichment for hits; 3.8% or so of the library scored in one or more.

The opening 11 entries, to show the layout:
compound	Scp1 inh	Neddyl block	LMPTP block	STEP inh	CSN deneddyl inh	SUMO1-SIM PPI	NadD block	Rpn11 inh	DNMT1 inh	Rin1 Abl inh
Cc1nc(-c2ccccc2)nn1-c1ccc([N+](=O)[O-])cc1	-10	i	-1.1	0	1	-44	-3	i	4	1
COc1cccc(C(C(=O)NC(C)(C)C)N(C(=O)CCC(=O)Nc2cc(C)on2)C(C)(C)C)c1OC (stereo not drawn)	1	i	-1.1	0	0	-2	0	i	-6	-1
CN(/N=C/c1ccc2c(c1)OCO2)c1nc(N2CCOCC2)nc(N2CCOCC2)n1	1	i	0.9	-3	1	-4	1	i	7	2
Cc1cc(NC2=CC(=O)C(=O)c3ccccc32)no1	5	i	15	23	6	1	8	i	44	-1
O=C(NC1CCCCC1)C(c1ccccc1F)N(Cc1ccco1)C(=O)Cn1nnc2ccccc21 (stereo not drawn)	3	i	-0.6	2	0	-3	3	i	1	-4
Cc1[nH]nc2nc(SCC(=O)NC3CCCCC3)n(-c3ccc(Br)cc3)c(=N)c12	0	i	-2.2	0	9	-6	5	i	45	-3
O=C(O)CCn1cc(C2CC(c3ccccc3)=NN2c2ccccc2)c(-c2ccccc2)n1 (stereo not drawn)	21	.	1.1	11	-4	-14	4	i	1	4
CC(=O)/C(=N/Nc1ccc(Br)cc1)N1CCCc2ccccc21	-10	i	4.9	3	3	3	4	i	-2	0
Nc1nc2ccc(C(=O)NCCOC(=O)C3CCCCC3)cc2s1	-1	i	0.2	1	-1	2	-4	i	10	2
Cc1ccc2c(CN3CCC(C)CC3)cc(=O)oc2c1C	-10	i	-0.5	-2	4	-3	1	i	1	0
NCCN1CCN(S(=O)(=O)c2ccc([N+](=O)[O-])cc2)C=C1c1ccc(Cl)cc1	-11	i	-3.8	-3	-2	-65	2	i	-12	5

All compounds of this part, from the first entry:
compound	Scp1 inh	Neddyl block	LMPTP block	STEP inh	CSN deneddyl inh	SUMO1-SIM PPI	NadD block	Rpn11 inh	DNMT1 inh	Rin1 Abl inh
Cc1nc(-c2ccccc2)nn1-c1ccc([N+](=O)[O-])cc1	-10	i	-1.1	0	1	-44	-3	i	4	1
COc1cccc(C(C(=O)NC(C)(C)C)N(C(=O)CCC(=O)Nc2cc(C)on2)C(C)(C)C)c1OC (stereo not drawn)	1	i	-1.1	0	0	-2	0	i	-6	-1
CN(/N=C/c1ccc2c(c1)OCO2)c1nc(N2CCOCC2)nc(N2CCOCC2)n1	1	i	0.9	-3	1	-4	1	i	7	2
Cc1cc(NC2=CC(=O)C(=O)c3ccccc32)no1	5	i	15	23	6	1	8	i	44	-1
O=C(NC1CCCCC1)C(c1ccccc1F)N(Cc1ccco1)C(=O)Cn1nnc2ccccc21 (stereo not drawn)	3	i	-0.6	2	0	-3	3	i	1	-4
Cc1[nH]nc2nc(SCC(=O)NC3CCCCC3)n(-c3ccc(Br)cc3)c(=N)c12	0	i	-2.2	0	9	-6	5	i	45	-3
O=C(O)CCn1cc(C2CC(c3ccccc3)=NN2c2ccccc2)c(-c2ccccc2)n1 (stereo not drawn)	21	.	1.1	11	-4	-14	4	i	1	4
CC(=O)/C(=N/Nc1ccc(Br)cc1)N1CCCc2ccccc21	-10	i	4.9	3	3	3	4	i	-2	0
Nc1nc2ccc(C(=O)NCCOC(=O)C3CCCCC3)cc2s1	-1	i	0.2	1	-1	2	-4	i	10	2
Cc1ccc2c(CN3CCC(C)CC3)cc(=O)oc2c1C	-10	i	-0.5	-2	4	-3	1	i	1	0
NCCN1CCN(S(=O)(=O)c2ccc([N+](=O)[O-])cc2)C=C1c1ccc(Cl)cc1	-11	i	-3.8	-3	-2	-65	2	i	-12	5
O=C(NCC1CCCN1S(=O)(=O)c1cccs1)c1cccc([N+](=O)[O-])c1 (stereo not drawn)	-7	i	3.2	5	-6	-21	-4	i	0	2
CCC1NC(=O)c2cc3ccccc3cc2-n2c1nc1cc(C)cc(C)c1c2=O (stereo not drawn)	.	i	2.5	-1	8	-20	9	i	8	-4
CN(C(=O)c1cccc(NC(=O)Cc2ccc(NC(=O)C3CCN(C(=O)C4CC4)CC3)cc2)c1)C1CCCC1	-5	i	-1.5	-1	-2	-1	3	i	5	2
O=C1[C@H](Cc2ccccc2)NCC=CC[C@@H](c2ccc(Cl)cc2)N1Cc1ccc(Cl)cc1	4	i	2.9	8	-2	5	-1	i	-4	1
Cc1cc(=O)oc2cc(OCC(=O)OCc3nnc(-c4ccccc4)o3)ccc12	-5	i	-0.8	-2	1	3	-5	i	13	2
Cn1c(=O)c2ncn(CC(=O)Nc3nc(-c4ccc(Cl)cc4)cs3)c2n(C)c1=O	-1	i	2.4	2	4	1	10	i	-13	0
COCCNC(=O)C12CC3CC(CC(Cl)(C3)C1)C2	8	i	-2.2	0	-1	-1	-3	i	1	-2
COc1ccccc1N1CCN(C(=O)C2CCN(S(=O)(=O)c3ccc(Cl)cc3)CC2)CC1	6	i	0.8	5	-2	-4	2	i	-1	-2
CCOC(=O)c1nn(-c2ccc(OCC)cc2)c(C)c1C(C)=O	-4	i	0.0	-1	-5	2	3	i	-5	4
COc1ccc(NC(=O)CSc2nnc3ccc(-c4ccccn4)nn23)c(OC)c1	-4	i	-1.3	-2	4	-29	-2	i	1	-1
O=C1C2CC=CCC2C(=O)N1c1nc2n(n1)C(c1ccccc1)CC(c1ccccc1)N2 (stereo not drawn)	-3	i	-1.3	0	-1	-2	6	i	-3	-2
O=C(CSc1ncn[nH]1)c1ccccc1	-3	i	1.0	0	2	0	-1	i	0	1
Cc1ccc2nc(SCC(=O)Nc3ccc4c(c3)OCCO4)nc(=O)n2c1	1	i	-1.6	0	-1	-5	0	i	1	2
Cc1nc(N2CCOCC2)[nH]c(=O)c1C(O)C(Cl)(Cl)Cl (stereo not drawn)	-3	i	-1.5	-5	-2	4	-6	i	0	-3
Cn1nnc(NC(=O)c2cccc(OCc3ccccc3)c2)n1	-5	i	-0.1	4	7	3	-3	i	0	-2
O=C(O)c1ccc([N+](=O)[O-])cc1Sc1ccsc1	0	i	-1.5	0	-3	-33	-4	i	6	1
Cn1nc(C(=O)Nc2c(-c3ccccc3)nc3sccn23)c2ccccc2c1=O	-8	i	-1.3	1	-1	1	9	i	-3	1
COc1cccc(Nc2nc3ccccc3nc2-n2nc(C)cc2C)c1	-10	.	2.6	0	1	0	4	i	-4	0
Cc1cc(N2C(=O)C3C4CC(c5ccccc5)C(C4)C3C2=O)no1 (stereo not drawn)	3	i	-0.1	-2	1	2	-4	i	1	-1
Cc1c(Cl)cccc1-n1c(-c2cccnc2)n[nH]c1=S	-6	i	-0.8	-2	-4	-1	3	i	-2	-6
Cn1c(CNC(=O)CNS(=O)(=O)c2ccccc2)cc(=O)n(C)c1=O	8	i	-1.4	0	6	-2	-1	i	-1	-1
CCOC(=O)C1CCN(C(=S)Nc2cccc(C)c2C)CC1	-4	i	-0.1	1	-7	1	3	i	3	0
Cc1cc(Cl)ccc1OCCCC(=O)NCc1ccncc1	-5	i	-2.2	2	0	2	-3	i	2	-2
CCC(C)NC(=O)C(=O)NC1CCCC1 (stereo not drawn)	9	i	-1.7	0	-2	2	0	i	3	0
O=C1/C(=C/c2cccnc2)N=C2CCCCCN12	-7	i	0.6	-1	1	-16	6	i	1	-5
CCOc1cc(/C=C2\C(=O)ON=C2c2ccccc2)cc(Br)c1O	-2	i	-0.7	2	6	0	-3	i	7	0
O=C(O)COc1c(Cl)cc(/C=C2/NC(=O)NC2=O)cc1Br	5	i	-4.3	1	-10	-2	-6	i	1	0
CCCSc1nc2c(=O)[nH][nH]c(=O)c2n1Cc1ccccc1	-8	i	-1.4	-4	-6	0	-1	i	0	-6
NC(=O)c1cc(NC(=O)CCNS(=O)(=O)c2cccc(C(F)(F)F)c2)cc(C(N)=O)c1	0	i	-1.0	0	-1	2	5	i	-1	0
C=CCn1c(SCC(=O)Nc2cccc(OC)c2)nnc1-c1cccnc1	-8	i	-0.2	-5	3	2	3	i	-3	0
CC(C)NS(=O)(=O)c1ccc(OCC(=O)NC(C)c2ccccc2)cc1 (stereo not drawn)	-19	i	-1.0	-1	4	2	7	i	-1	0
Cc1sc2nc(SCC(=O)N3CCOCC3)[nH]c(=O)c2c1C	13	i	-1.3	3	-1	2	8	i	3	0
Cc1cc(C)c(Nc2n[nH]c(=S)s2)cc1C	.	i	-0.7	0	3	8	44*	i	1	0
